SSB-PriA inh: K. pneumoniae PriA-SSBct interaction inhibition; AID 1272365; inhibition, % at 33 µM; 430,000 compounds, 0.6% hits; AlphaScreen SSBct-PriA binding, biotinylated peptide; in the data active means inhibition mostly above about 37%, no sharp cut-off; inactive means mostly below about 20%;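 further: plate controls were negative control peptide for no effect and reference peptide for full effect; strong numbers were not always called active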
* = called active by the depositor; i = inactive; & = joins results of further samples.

SMILES	SSB-PriA inh
CC(C)(C)C1CCc2c(sc3nc(CCC(=O)NC4CCCC4)[nH]c(=O)c23)C1 (configuration not stated)	-2
C[C@H]1CCc2sc(NC(=O)C3CC3)c(C#N)c2C1	-4
Cc1cc(C)nc(NC(=O)NCCCSc2nncn2C)n1	-2
CC(=O)NN=C(C)CC(=O)Nc1cccc2c1CCCC2	-8
O=C(CCCn1nc(-c2ccc(F)cc2)ccc1=O)Nc1ccccc1-c1ccccc1	-1
O=C(CNc1ccccc1)NN=Cc1c(O)ccc2ccccc12	7
COc1cc(O)ccc1C=NNC(=O)c1ccc([N+](=O)[O-])cc1	-10
O=S(=O)(c1ccc(C(F)(F)F)cc1)N1CCC(CSc2ccccn2)CC1	3
COc1ccc(-c2ccc(=O)n(CCCC(=O)Nc3ccc(F)c(F)c3)n2)cc1OC	-16
COc1ccc(OC)c(-c2cc(C(=O)NC[C@H](OC)c3ccc(Cl)s3)n(C)n2)c1	0
O=C(C1c2ccccc2Oc2ccccc21)N(CCc1cccs1)Cc1cccnc1	-5
CCSc1ccccc1C(=O)NCC(O)Cn1ccccc1=O (configuration not stated)	-10
Cn1cccc1C(O)CCNC(=O)COc1ccccc1F (configuration not stated)	-11
NC(=O)c1ccc(NC(=O)C(=O)NCC2COC3(CCCCC3)O2)cc1 (configuration not stated)	-6
COc1ccccc1N1CCN(S(=O)(=O)c2ccc(Oc3ccccc3C)cc2)CC1	-7
CCOc1ccccc1NC(=O)Cn1c(C)cc(C)c(-c2nc(-c3ccc(F)cc3)no2)c1=O	-6
Cc1ccc([C@@H](O)CN)cc1	-7
O=S(=O)(NC1CCC(Oc2ccccn2)CC1)c1cccnc1 (configuration not stated)	-5
O=C(Cn1cnc2nc(N3CCOCC3)sc2c1=O)Nc1ccc(Cl)cc1C(F)(F)F	-13
O=C(N/N=C/c1ccc(Sc2cccc3cccnc23)o1)c1ccncc1	i
Cc1cccc(C(=O)Nc2ccc(C(=O)NN=Cc3cccnc3)cc2)c1	-7
COC(=O)c1sc(-c2ccccc2)cc1NC(=O)c1ccc([N+](=O)[O-])s1	6
O=C(NN=C/C(Cl)=C/c1ccccc1)c1ccccc1F	-9
Cn1cnc(S(=O)(=O)NCCC(O)c2ccco2)c1 (configuration not stated)	-28
COc1ccc(CCNC(=O)N2C3CCC2COC3)cc1	-6
CC(=O)c1ccc(NC(=O)C(C)Cn2nc(C)c(C)c2C)cc1 (configuration not stated)	-10&-1
Cc1cc(C(=O)Nc2nc(-c3ccccn3)cs2)no1	75*
CCCCC(=O)Nc1nc(-c2ccc(C)c(C)c2)cs1	-4
O=C(NCc1cccnc1-c1ccsc1)c1cc(-c2ccccc2)n[nH]1	-7
O=C(Cc1ccc(Cl)cc1)NC1CC(O)C(CO)C1 (configuration not stated)	-7
O=c1cc(-c2ccccc2)n2c(SCc3c(F)cccc3Cl)nnc2[nH]1	11
COC(=O)NN=C(C)c1cccs1	-5
COC(=O)C(C)Sc1ccc(NC(=O)C2CC2)nn1 (configuration not stated)	11
COc1ccccc1-n1ncc2c(C(C)C)nnc(SC)c21	-9
Cc1c(Cl)cccc1S(=O)(=O)NCc1cc(C2CC2)n(C)n1	-16
Cc1ccc(NC(=O)c2ccc(S(=O)(=O)c3ccc(C)c(C)c3)nc2)cc1C	4
O=C(Nc1ccc(SCCCC(=O)N2CCN(c3ccccc3)CC2)nn1)C1CC1	0
O=C(CSc1ccc(F)cc1)Nc1ccccc1Cc1nc(-c2ccco2)no1	0
COC=C1C(c2nnc(-c3cccnc3)o2)=NNN1c1ccc(Cl)cc1	33
S=C(NN=Cc1ccc2ncccc2c1)Nc1cccnc1	-6
N#Cc1ccccc1Cn1c(N2CCN(c3ccccc3)CC2)nc2ccccc2c1=O	5
Cc1ccc(C(=O)Nc2nc3c(F)cccc3s2)cc1C	13
Nc1nc(-c2ccccn2)nc2ccc(Cl)cc12	116*
O=C(NCCOc1ccc2nnc(-c3ccc(F)cc3)n2n1)Nc1cc(F)ccc1F	-9
Cc1cc(C(=O)Nc2nc3ccc4sc(C)nc4c3s2)on1	-6
N#Cc1nccnc1O[C@H]1CCN(C(=O)c2ccco2)C1	-17
CC(C)(C)c1ccc(S(=O)(=O)NCC(=O)N2CCCCCC2)cc1	-8
O=S(=O)(Nc1c(Cl)c(Cl)c(Cl)c(Cl)c1Cl)c1ccccc1	10
O=C(NCc1ccccc1)N1CCCCC1	0
COC(=O)c1ccc(NC(=O)CCN2C(=O)c3ccccc3S2(=O)=O)cc1	-1

Additional results follow.
SMILES	SSB-PriA inh
Cc1cc(=O)[nH]c(-n2nc(-c3ccccc3)cc2NC(=O)Nc2ccc3c(c2)OCO3)n1	-13
CCN(CC)c1ccc(/C=N/NC(=O)c2cc(-c3ccc(F)cc3)n[nH]2)cc1	10
CCOc1cc(C(=O)Nc2cccc(-c3nc4ccccc4o3)c2)cc(OCC)c1OCC	5
Cc1noc(-c2ccn3c(CNC(=O)c4cccs4)nnc3c2)n1	-19
O=C(Nc1ccc2c(c1)N(C(=O)c1cccs1)CC2)c1cc(Br)cs1	-2
CNC(=O)C(=O)Nc1ccc(N2CCCS2(=O)=O)cc1	3
CCOC(=O)Cc1csc(NC(=O)Cc2csc(NC(=O)Nc3ccc(Cl)cc3)n2)n1	9
Cc1ccccc1NC(=O)/C(C#N)=C/c1ccccc1	-1
CC1(CNC(=O)c2cccs2)C2CC3CC(C2)CC1C3 (configuration not stated)	-17
Cc1nnc(SCC(=O)c2ccc(C(C)(C)C)cc2)s1	-17
CC(C)(C)n1ncc2c(=O)n(CC(=O)Nc3ccc(F)cc3F)cnc21	-8
COC(=O)c1ccc(NC(=O)C(=O)NCc2ccc([C@@H](O)c3ccco3)s2)cc1	-8
CCc1ccc(C=NNC(=O)c2c[nH]c3ccccc23)s1	12
CC(=O)SC(CC(=O)O)c1nc2ccccc2s1 (configuration not stated)	4
COc1cc(C=NNC(=O)COc2ccccc2[N+](=O)[O-])ccc1OC(=O)c1ccco1	-6
O=C(COc1ccc2ccccc2c1)NCC(c1cccs1)N1CCc2ccccc21 (configuration not stated)	-4
CCN1C(=O)CSC1=Nc1ccc(N=Nc2ccccc2)cc1	44
CC(C)CCN1C(=O)C(C)(C)COc2ccc(NS(=O)(=O)c3ccccc3F)cc21	-3
COc1ccc(OC)c2sc(NC(=O)C3CCCN(S(C)(=O)=O)C3)nc12 (configuration not stated)	-9
O=C(CSc1nccn2nc(-c3ccc(F)cc3)cc12)Nc1ccccc1Cl	-8
Cc1cc(C)nc(NN=Cc2ccccc2OCc2cccc(Br)c2)n1	4
O=C(NCc1ccc2c(c1)OCO2)c1cccc(S(=O)(=O)N2CCCCCC2)c1	1
Cn1c(=O)c2c(ncn2CC(=O)NN=Cc2ccco2)n(C)c1=O	-11
Cc1c(-c2ccc(Br)cc2)c(=O)oc2ccc(O)cc12	-15
O=S(=O)(Cc1ccccc1Cl)N(Cc1ccsc1)Cc1ccccn1	-11
CC(=O)Nc1ccc(S(=O)(=O)NCCC(O)C(C)(C)C)c(C)c1 (configuration not stated)	-20
COc1ccc(Br)cc1C=c1sc2nc(-c3ccco3)nn2c1=O	-11
Cc1cc(-c2ccccc2)nc(SCC(=O)Nc2ccc(SC(F)F)cc2)n1	0&3
O=C(NCc1ccc(Cl)cc1)NC1CCN(c2nccs2)C1 (configuration not stated)	0
Cc1nc2cc(NC(=O)C3CCN(c4cc(-n5cncn5)ncn4)CC3)ccc2s1	-7
Cc1ccc(OCNC(=O)NN(C)C)cc1	-4
CC(=NOCC(=O)OCC(=O)Nc1cc(S(C)(=O)=O)ccc1Cl)c1ccc2c(c1)OCO2	1
COc1cccc2cc(C(=NO)c3ccc(Br)cc3)oc12	-15
CC1(C)C2CCC1(CS(=O)(=O)N(CCc1cccs1)Cc1ccco1)C(=O)C2 (configuration not stated)	8
CC(C)c1ccc(-n2c(O)c(C=NNC(=O)c3ccncc3)c(=O)[nH]c2=O)cc1	18
Cc1ccc2c(c1)NC(=O)c1cc(NC(=O)Cc3cccs3)ccc1O2	-4
O=c1[nH]c(CSc2nc3ccccc3o2)nc2ccccc12	-23
CCOC(=O)NCC(OC)c1ccsc1 (configuration not stated)	15
COc1ccc(S(=O)(=O)NCCOc2ccc3nnc(C)n3n2)c(OC)c1	-6
O=C(c1ccc(-n2cncn2)nn1)N1CCc2ccccc21	12
COc1cc(/C=C/C(=O)c2ccc(Br)cc2)ccc1OC(=O)c1cccnc1	-5
O=C(CN1CCC(c2nnc(-c3ccsc3)o2)CC1)NCc1ccccc1Cl	-10
CC(C)c1nnc(SCC(=O)Nc2ccc3c(c2)OCCO3)c2c1cnn2-c1ccc(F)cc1	0&6
O=C(O)c1nc2ccccc2c(C(=O)O)c1-c1ccccc1	-6
O=C(C[C@H]1CCCCN1S(=O)(=O)c1ccc(Cl)cc1)NCCC1=CCCCC1	-8
O=c1cc(-c2ccccc2)nc(SCc2nc(-c3ccc4c(c3)OCO4)no2)[nH]1	-11
CCSc1nnc(CSc2nc(C)cc(C)n2)n1C	-3
Cc1onc(-c2ccccc2Cl)c1C(=O)Nc1ccc2c(c1)N(C(=O)c1ccco1)CC2	1
ClCc1csc(-c2ccccc2)n1	6
Cc1ccccc1OCC(=O)N1CCS[C@H](c2ccccc2F)CC1	0

(further entries)
SMILES	SSB-PriA inh
COc1ccc(C(=O)NCC(=O)NN=C(C)Cc2ccccc2)cc1	-7
N#Cc1ccccc1NC(=O)C(=O)NCc1ccccc1F	-4
O=[N+]([O-])c1cccc(/C=N\Nc2ccc(-n3ccnc3)nn2)c1	-11
CCn1ccnc1N1CCN(Cc2cccc3ccccc23)CC1	8
CCC(NC(=O)c1nnn(Cc2ccccc2)c1-c1ccncc1)c1cccs1 (configuration not stated)	-11
O=C(Nc1ccccc1Cc1nc(-c2cccs2)no1)c1ccc(Cn2ccnc2)cc1	-12
Cc1nn(C)c(C)c1S(=O)(=O)N(CCc1cccs1)C1CC1	-13
Cc1ccc(C)c(C(=O)NCC2(O)CCCC2)c1	-11
Cc1cc(-c2ccccc2)nc(NN=Cc2ccco2)n1	-1
CCCCCn1c(NS(=O)(=O)c2ccc(C)cc2)c(S(=O)(=O)c2ccccc2)c2nc3ccccc3nc21	52
CC(C)(C)c1ccc(NC(=O)NCC#CCN2CCOCC2)cc1	-5
COc1ccc2nc(C=NNC(=O)[C@H](CCSC)NC(=O)OC(C)(C)C)ccc2c1	-5
COC(=O)c1sc(-c2ccccc2)cc1NC(=O)c1ccco1	6
Cc1ccc(Cl)cc1NC(=O)CN1C(=O)c2ccccc2C1=O	-1
Cc1cc(=O)n2c(n1)SCC2CC(=O)NCCCOC(C)C (configuration not stated)	3
Cc1nc(C)c(C(=O)N2CCc3ncncc3C2)s1	-3
CN1CC[C@H](N2CCOCC2)C1=O	-4
CCOC(=O)N1CCN(C2CC(=O)N(c3ccccc3C)C2=O)CC1 (configuration not stated)	-7
O=C(N1CCN(c2ccccc2F)CC1)C1(c2ccccc2)CCOCC1	-5
Cc1ccc(C)c(S(=O)(=O)NCc2ccc(C(=O)O)cc2)c1	1&1
Brc1cccc2sc(N3CCc4ccccc4C3)nc12	-9
CC1CCN(C(=O)CSCC(=O)Nc2nc(-c3ccccc3)c(-c3ccccc3)s2)CC1	0
Cc1cccc(OCC(=O)NCC(=O)NN=Cc2ccc([N+](=O)[O-])cc2)c1	5
COc1ccc(-c2nnc3ccc(OCCNC(=O)c4ccccc4Cl)nn23)cc1	-15
CC(CC(=O)NC(C)(C)C)=NNC(=O)c1ccco1	5
CC(C)C(C#N)c1ccc([N+](=O)[O-])cc1 (configuration not stated)	3
Cc1ccc(-c2nc3ccccc3n2C)cc1	1
Cc1cc(=O)n2c(n1)SCC2CC(=O)Nc1ccc(F)c(C(F)(F)F)c1 (configuration not stated)	7
Cc1ccccc1NC(=O)Cn1nc2ncccn2c1=O	-12
O=C(CN1CCN(Cc2nc(-c3ccco3)cs2)CC1)N1CCOCC1	-11&-9
FC(F)(F)c1ccc(C=NN2CCN(Cc3cccc4ccccc34)CC2)cc1	2
CC(=O)Nc1ccc(C(=O)N2CCCN(CCn3nc(C)cc3C)CC2)cc1	-5
COc1ccc(NC(=O)[C@@H](NC(=O)N2CC3C[C@H](C2)Cn2c3cccc2=O)C(C)C)cc1	-10
CSCC[C@](C)(O)CNS(=O)(=O)c1ccc(Cl)s1	-7

Three structures from above, sorted by SMILES length, largest number first:
SMILES	SSB-PriA inh
COc1ccc(NC(=O)[C@@H](NC(=O)N2CC3C[C@H](C2)Cn2c3cccc2=O)C(C)C)cc1	-10
CC(=O)Nc1ccc(C(=O)N2CCCN(CCn3nc(C)cc3C)CC2)cc1	-5
CSCC[C@](C)(O)CNS(=O)(=O)c1ccc(Cl)s1	-7

In the list so far, these contain an aryl methoxy group.
SMILES	SSB-PriA inh
COc1cc(O)ccc1C=NNC(=O)c1ccc([N+](=O)[O-])cc1	-10
COc1ccc(-c2ccc(=O)n(CCCC(=O)Nc3ccc(F)c(F)c3)n2)cc1OC	-16
COc1ccc(OC)c(-c2cc(C(=O)NC[C@H](OC)c3ccc(Cl)s3)n(C)n2)c1	0
COc1ccccc1N1CCN(S(=O)(=O)c2ccc(Oc3ccccc3C)cc2)CC1	-7
COc1ccc(CCNC(=O)N2C3CCC2COC3)cc1	-6
COc1ccccc1-n1ncc2c(C(C)C)nnc(SC)c21	-9
COc1cc(C=NNC(=O)COc2ccccc2[N+](=O)[O-])ccc1OC(=O)c1ccco1	-6
COc1ccc(OC)c2sc(NC(=O)C3CCCN(S(C)(=O)=O)C3)nc12 (configuration not stated)	-9
COc1ccc(Br)cc1C=c1sc2nc(-c3ccco3)nn2c1=O	-11
COc1cccc2cc(C(=NO)c3ccc(Br)cc3)oc12	-15
COc1ccc(S(=O)(=O)NCCOc2ccc3nnc(C)n3n2)c(OC)c1	-6
COc1cc(/C=C/C(=O)c2ccc(Br)cc2)ccc1OC(=O)c1cccnc1	-5
COc1ccc(C(=O)NCC(=O)NN=C(C)Cc2ccccc2)cc1	-7
COc1ccc2nc(C=NNC(=O)[C@H](CCSC)NC(=O)OC(C)(C)C)ccc2c1	-5
COc1ccc(-c2nnc3ccc(OCCNC(=O)c4ccccc4Cl)nn23)cc1	-15
COc1ccc(NC(=O)[C@@H](NC(=O)N2CC3C[C@H](C2)Cn2c3cccc2=O)C(C)C)cc1	-10

Screens from PubChem BioAssay.

This is a subset; the hit share may differ from the screen's.
